# Assay outcomes: PubChem, The Scripps Research Institute Molecular Screening Center
# DAX1 inh-1 = inhibits human nuclear receptor DAX1; HEK293 Gal4-DAX1 luciferase reporter, luminescence; AID 504766; P51843; actives 0.99% (n = 340,000); inhibition, % at 6.75 µM;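 active = inhibition above the mean over all tested compounds plus 3 SD, cut at about 4.2% in these data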;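 note: 0% = DAX1-transfected cells with DMSO and 100% = empty-vector control cells with DMSO; inhibition shows as a rise in luminescence from relieved DAX1 repression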
# Target sequence (P51843 207-470 limits assumed): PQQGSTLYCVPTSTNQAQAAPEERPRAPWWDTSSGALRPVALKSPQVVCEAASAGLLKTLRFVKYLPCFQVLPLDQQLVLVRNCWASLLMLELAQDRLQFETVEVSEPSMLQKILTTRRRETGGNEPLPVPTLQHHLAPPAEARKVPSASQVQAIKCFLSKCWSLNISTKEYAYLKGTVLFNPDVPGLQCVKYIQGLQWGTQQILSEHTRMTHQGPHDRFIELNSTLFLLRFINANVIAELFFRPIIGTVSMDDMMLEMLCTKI
# ssDAF12 agonist = activates DAF-12 receptor from parasite S. stercoralis; HEK293 ssDAF-12/GRIP1 lit1-tk-luc reporter, luminescence; % of 3 µM dafachronic acid response; activation, % at 6.8 µM; actives 1% (n = 370,000); AID 652126;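 active = activation above the mean over all tested compounds plus 3 SD, cut at about 0.9% in these data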;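 note: 0% = DMSO-only wells and 100% = 3 µM delta7-dafachronic acid wells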
# DAX1 inh-2 = DAX1 (NR0B1) inhibition, primary screen | actives 1.1% (n = 370,000) | HEK293T StAR-luciferase reporter, SF-1/DAX-1 repression relief | inhibition, % at 6.8 µM | AID 652010;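 active = inhibition above the mean over all tested compounds plus 3 SD, cut at about 3.6% in these data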;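 note: 0% = DAX-1 cells with DMSO and 100% = cells lacking DAX-1 with DMSO; higher inhibition means more luminescence from relief of DAX-1 repression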
# hgDAF12 agonist = agonists of H. glycines DAF-12 nuclear receptor. HEK293 GAL4-hgDAF12 UAS-luciferase reporter, agonist luminescence; normalized to butyrate control. activation, % at 6.8 µM. actives 1.8% (n = 370,000). AID 687014;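 active = activation above a cutoff set at the mean of all screened compounds plus 3 SD, cut at about 10% in these data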;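 note: 0% = DMSO wells and 100% = sodium butyrate wells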
# hcDAF-12 act = activators of H. contortus DAF-12 nuclear receptor | HEK293 hcDAF-12 lit1-tk-luc reporter, luminescence; 0% DMSO, 100% Δ7-dafachronic acid | activation, % at 6.8 µM | actives 1.4% (n = 370,000) | AID 652067;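 active = activation above the mean of all tested compounds plus 3 SD, cut at about 5.5% in these data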;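 note: 100% = response to 3 µM Δ7-dafachronic acid high control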
# HGIII-sPLA2 inh = Blocks human group III sPLA2 activity; Q9NZ20; QFRET BODIPY PC-A2 liposome hydrolysis, fluorescence; inhibition, % at 12.2 µM; actives 0.56% (n = 370,000); AID 743126;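 active = inhibition above mean plus 3 SD of compounds lying within the high and low control bounds, cut at about 19% in these data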;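 note: 0% = median of test compound wells and 100% = no enzyme DMSO wells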
# PLCb3 inh = PLC-beta3 (human) inhibition, primary screen. Q01970. actives 0.18% (n = 370,000). inhibition, % at 12.2 µM. Purified PLC-beta3, fluorogenic substrate, fluorescence; in the data active = inhibition above about 11%;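 note: 0% = median of compound wells on plate and 100% = full blocker control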
# ADAM17 inh = inhibitors of human ADAM17; actives 0.83% (n = 370,000); recombinant ADAM17, EDANS/DABCYL FRET peptide cleavage; inhibition, % at 6.95 µM; P78536;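 active = inhibition above the mean of compounds lying between control limits plus 3 SD, set per campaign, cut at about 8.5% in these data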;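 note: 0% = DMSO-only wells as the low control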
# GAA850 FXN act = frataxin GAA850 promoter activation | HEK293 lucGAA850 FXN promoter luciferase reporter, 24 h; percent of 10 µM SAHA response | activation, % at 6 µM | actives 0.56% (n = 360,000);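 active = activation above the average of all compounds screened plus 3 SD, cutoff fixed separately per campaign, cut at about 7.5% in these data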;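 note: 0% = DMSO wells and 100% = 10 µM SAHA wells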
# PLCg1 inh = PLC-gamma1 (human) inhibition, primary screen; P19174; purified PLC-gamma1, fluorogenic substrate, fluorescence; inhibition, % at 12.2 µM; actives 0.84% (n = 370,000); AID 720700; in the data active = inhibition above about 9.5%
# ADAM10 inh = inhibits human ADAM10. actives 0.62% (n = 370,000). inhibition, % at 7 µM. recombinant ADAM10, EDANS/DABCYL FRET peptide cleavage, 3 h. O14672;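 active = inhibition above a per-campaign cutoff equal to the mean of compounds falling between control-based bounds plus 3 SD, cut at about 20% in these data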;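 note: 0% = DMSO wells while the 100% control is not disclosed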
# Target sequence (O14672 214-748 limits assumed): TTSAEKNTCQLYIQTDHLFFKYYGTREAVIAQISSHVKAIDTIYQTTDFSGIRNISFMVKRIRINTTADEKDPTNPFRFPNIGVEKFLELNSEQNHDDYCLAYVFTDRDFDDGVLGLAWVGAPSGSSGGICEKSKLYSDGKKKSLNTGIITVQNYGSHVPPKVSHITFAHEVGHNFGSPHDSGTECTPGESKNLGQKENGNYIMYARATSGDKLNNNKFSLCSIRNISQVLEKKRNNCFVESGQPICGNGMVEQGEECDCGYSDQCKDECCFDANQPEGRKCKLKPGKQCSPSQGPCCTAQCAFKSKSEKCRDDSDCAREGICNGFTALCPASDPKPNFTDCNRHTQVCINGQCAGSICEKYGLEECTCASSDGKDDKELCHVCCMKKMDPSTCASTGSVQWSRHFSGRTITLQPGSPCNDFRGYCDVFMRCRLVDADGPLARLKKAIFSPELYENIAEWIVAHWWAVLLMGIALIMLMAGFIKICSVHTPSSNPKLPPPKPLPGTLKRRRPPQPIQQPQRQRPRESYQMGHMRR
# An asterisk follows results filed as active; i = inactive; / = not tested or not shown.
SMILES,DAX1 inh-1,ssDAF12 agonist,DAX1 inh-2,hgDAF12 agonist,hcDAF-12 act,HGIII-sPLA2 inh,PLCb3 inh,ADAM17 inh,GAA850 FXN act,PLCg1 inh,ADAM10 inh
COC1(c2ccccc2)NC(=S)NN=C1c1ccccc1 (stereo not given),0.7,-1.5,-0.3,-0.5,-0.7,4,0,0,0.5,3,8
N#CCSc1nn(-c2ccc(F)cc2)c(=S)s1,-1.1,-1.6,-0.3,1.9,0.5,-14,-7,-4,2.6,-2,-2
Cc1ccc(S(=O)(=O)N2CCCC2)s1,-0.1,-1.0,-1.8,-0.2,-0.7,8,-8,-6,-1.1,-2,-7
CN1C(=O)c2cc(NS(=O)(=O)c3cccc(F)c3)ccc2OC[C@@H]2O[C@H](CC(=O)O)CC[C@H]21,/,-0.5,1.1,4.4,-0.8,9,4,1,/,1,-1
NC(N)=Nc1nc2ccc(Cl)cc2c(=O)[nH]1,0.6,-1.3,0.6,-0.2,0.6,8,-17,-17,0.8,-11,-63
CC(=O)N1CCN(Cc2cc(=O)n3cc(Cl)c(C)c(Cl)c3n2)CC1,-0.3,-0.7,-0.6,1.4,-0.6,-4,-16,-10,0.4,-13,-21
O=C(N/N=C/c1ccc(N2CCCCC2)o1)c1ccccc1,0.3,-0.1,-0.1,4.0,2.2,-8,-17,-4,4.4,-17,1
COc1ccc(CCNC(=O)c2ccc(=O)[nH]c2)cc1,1.1,0.0,-0.3,0.5,-2.2,-1,-2,-2,1.4,-2,-7
CCOC(=O)c1ccc(N2C(=O)CC(N3CCCC(C)C3)C2=O)cc1 (stereo not given),1.1,-1.7,0.3,1.7,-0.4,5,-1,-1,-0.6,1,7
COc1ccc(Cn2nnc3c(=O)[nH]c(C4CCN(C(=O)c5ccccc5Cl)CC4)nc32)cc1,-0.4,-1.1,-0.4,0.6,-0.7,-13,0,-4,1.4,0,6
COc1cccc(S(=O)(=O)Nc2cccc(C(=O)N3CCOCC3)c2)c1,-0.8,-0.8,-0.6,-1.8,-0.1,3,3,0,0.9,6,5
NC(=O)C1CCCN(C(=O)c2ccc(Cl)c(S(=O)(=O)N3CCc4ccccc43)c2)C1 (stereo not given),-1.6,-1.3,-2.6,-2.4,-2.2,-3,4,0,1.2,2,2
CC(=O)Nc1cccc(NC(=O)Nc2cccc3ccccc23)c1,0.5,-1.1,-1.7,1.8,1.9,-6,-35,-22,-0.6,-22,-60
Cc1ccn2c(=O)nc(SCC(=O)NC3CCCC3)nc2c1,-0.4,-1.0,0.3,-0.9,-0.9,7,-18,-6,1.3,-15,-24
CC(=O)Nc1ccc(NC(=O)CSc2nc3c(=O)n(C)c(=O)n(C)c3n2C)cc1,-1.2,-0.4,0.9,-1.7,-0.5,-2,-4,-2,-0.3,0,-2
CCCCCn1c(CN2CCN(C(=O)OCC)CC2)nc2c1c(=O)[nH]c(=O)n2C,1.6,-1.0,0.1,-2.6,-0.3,5,-5,-2,-1.2,1,2
COc1ccc(S(=O)(=O)N2CCCCC2)cc1NC(=O)C1CC(=O)N(Cc2ccccc2)C1 (stereo not given),0.0,-1.2,0.6,-0.8,-1.8,-2,-5,2,1.3,-2,-9
O=C(CNC(=S)NC(=O)c1ccccc1)c1ccccc1,0.5,0.3,1.3,2.9,2.0,-10,1,3,5.8,-3,2
Cc1ccccc1S(=O)(=O)N1CCCc2nc(-c3ccc(Br)cc3)ccc21,/,-1.2,-0.1,0.1,0.2,0,2,0,/,3,-1
O=C(Nc1ccc(Oc2ccccc2)cc1)c1csc(COCCO)n1,/,-1.7,-4.7,-6.2,-3.5,8,-2,-2,-3.1,-2,-3
COc1ccc(C(=O)Nc2ccc(C(=O)NCCc3ccc(OC)c(OC)c3)cc2)cc1,-0.1,-1.3,-0.3,-1.8,-1.8,-7,-1,-2,1.2,1,-4
CCOc1ccccc1N1C(=O)c2ccc(C(=O)O)cc2C1=O,0.0,-1.6,0.7,-1.1,0.6,-3,0,-2,-3.0,1,-2
O=C(NCc1ccccc1Cl)c1csc(COCCO)n1,/,-1.0,1.4,2.8,-0.5,3,3,-1,0.2,-3,-6
CC(C)CN(C(=O)CN1CCN(c2ccc([N+](=O)[O-])cc2)CC1)c1c(N)n(CC(C)C)c(=O)[nH]c1=O,-0.5,-1.8,-1.3,-0.4,-2.0,-3,-2,-3,-0.8,1,0
Cc1cccc(C)c1NC(=O)Cn1nnc(-c2ccc(CN3CCC(C)CC3)cc2)n1,0.0,-0.9,0.2,-3.4,0.0,4,-8,-6,-2.4,0,-9
COc1ccc(COC(=O)C2CC(=O)N(Cc3ccccc3)C2)cc1 (stereo not given),1.4,-0.9,1.0,0.4,-0.1,-2,-5,-3,1.3,2,-11
O=C(O)CC/C(=C\c1ccccc1[N+](=O)[O-])c1nc2ccccc2s1,-0.6,-0.7,0.0,3.6,-0.4,-9,-6,-2,1.2,-3,-2
Cc1cc(C(=O)OCC(=O)NC2CCCC2)c2ccccc2n1,0.1,-1.4,2.9,3.6,0.8,-2,-13,-6,2.7,-7,-26
Cn1c(=O)n(CCN2CCOCC2)c(=O)c2c1nc1n2CCN1c1ccc(Oc2ccccc2)cc1,0.9,-1.0,0.7,-0.6,-1.2,2,-13,-1,0.2,-5,5
COc1ccccc1NC(=O)CSc1nc2ccccc2c(=O)n1C,0.1,-1.3,-0.6,-2.4,-1.9,-6,-3,-2,-0.8,1,-2

# Not a retest: twelve of the compounds above.
SMILES,DAX1 inh-1,ssDAF12 agonist,DAX1 inh-2,hgDAF12 agonist,hcDAF-12 act,HGIII-sPLA2 inh,PLCb3 inh,ADAM17 inh,GAA850 FXN act,PLCg1 inh,ADAM10 inh
COC1(c2ccccc2)NC(=S)NN=C1c1ccccc1 (stereo not given),0.7,-1.5,-0.3,-0.5,-0.7,4,0,0,0.5,3,8
N#CCSc1nn(-c2ccc(F)cc2)c(=S)s1,-1.1,-1.6,-0.3,1.9,0.5,-14,-7,-4,2.6,-2,-2
Cc1ccc(S(=O)(=O)N2CCCC2)s1,-0.1,-1.0,-1.8,-0.2,-0.7,8,-8,-6,-1.1,-2,-7
CN1C(=O)c2cc(NS(=O)(=O)c3cccc(F)c3)ccc2OC[C@@H]2O[C@H](CC(=O)O)CC[C@H]21,/,-0.5,1.1,4.4,-0.8,9,4,1,/,1,-1
NC(N)=Nc1nc2ccc(Cl)cc2c(=O)[nH]1,0.6,-1.3,0.6,-0.2,0.6,8,-17,-17,0.8,-11,-63
CC(=O)N1CCN(Cc2cc(=O)n3cc(Cl)c(C)c(Cl)c3n2)CC1,-0.3,-0.7,-0.6,1.4,-0.6,-4,-16,-10,0.4,-13,-21
O=C(N/N=C/c1ccc(N2CCCCC2)o1)c1ccccc1,0.3,-0.1,-0.1,4.0,2.2,-8,-17,-4,4.4,-17,1
COc1ccc(CCNC(=O)c2ccc(=O)[nH]c2)cc1,1.1,0.0,-0.3,0.5,-2.2,-1,-2,-2,1.4,-2,-7
CCOC(=O)c1ccc(N2C(=O)CC(N3CCCC(C)C3)C2=O)cc1 (stereo not given),1.1,-1.7,0.3,1.7,-0.4,5,-1,-1,-0.6,1,7
COc1ccc(Cn2nnc3c(=O)[nH]c(C4CCN(C(=O)c5ccccc5Cl)CC4)nc32)cc1,-0.4,-1.1,-0.4,0.6,-0.7,-13,0,-4,1.4,0,6
COc1cccc(S(=O)(=O)Nc2cccc(C(=O)N3CCOCC3)c2)c1,-0.8,-0.8,-0.6,-1.8,-0.1,3,3,0,0.9,6,5
NC(=O)C1CCCN(C(=O)c2ccc(Cl)c(S(=O)(=O)N3CCc4ccccc43)c2)C1 (stereo not given),-1.6,-1.3,-2.6,-2.4,-2.2,-3,4,0,1.2,2,2

# The list goes on.
SMILES,DAX1 inh-1,ssDAF12 agonist,DAX1 inh-2,hgDAF12 agonist,hcDAF-12 act,HGIII-sPLA2 inh,PLCb3 inh,ADAM17 inh,GAA850 FXN act,PLCg1 inh,ADAM10 inh
COc1ccc(OC)c(NC(=O)Nc2nnc([C@@H]3O[C@H](CO)[C@@H](O)[C@H]3O)s2)c1,/,-0.9,1.1,2.1,1.5,-1,7,-1,0.5,5,4
CC1CCCC(NC(=O)CSc2cccc[n+]2[O-])C1C (stereo not given),-0.3,-0.9,-0.3,0.3,-0.3,-3,-2,-2,0.5,0,5
CC(=O)N1CCN(C(=O)c2ccc(NS(=O)(=O)c3ccc(Cl)c(Cl)c3)cc2)CC1,0.1,-0.3,-0.2,1.0,1.2,-15,0,5,0.5,1,6
O=C1CCCC2=C1C1(CCCCC1)N=C(Nc1nc3ccccc3o1)N2,1.8,-0.6,-0.2,0.0,-1.8,-5,-10,-2,2.7,-5,-6
CCOc1ccc2nc(N3CCCC(C(=O)NCC4CCCO4)C3)sc2c1 (stereo not given),2.3,-1.3,0.4,6.5,1.3,-1,-2,-3,3.9,1,-2
O=C(c1cnc2ccc3ccccc3c2c1)c1cc(F)ccc1O,-1.9,-0.1,-0.4,-1.2,-0.5,2,-7,-2,-2.5,0,-4
O=[N+]([O-])c1cccnc1-n1cnc2ccccc21,1.8,-2.0,-0.3,-0.4,-0.2,7,-3,-2,0.5,-2,-4
CNc1nc(-c2ccccn2)nnc1-c1ccccc1,0.5,-1.5,0.5,-2.3,-0.8,2,0,-5,-0.3,-3,-4
Cn1nccc1C(=O)Nc1cccc(S(=O)(=O)N2CCOCC2)c1,0.5,-1.2,-0.2,0.4,-0.9,2,2,1,1.9,0,-2
CCOC(=O)c1[nH]c(C)c(C(=O)OCc2c(C)noc2C)c1C,-1.1,-1.2,-1.0,-4.2,-2.5,0,1,-3,0.4,2,2
O=C(Nc1ccccc1)C1Cc2c(-c3ccc(Cl)cc3)ccnc2O1 (stereo not given),/,-2.0,1.1,-3.6,-0.8,-9,2,4,1.0,4,15
Cc1cc(C)n2nc(C(=O)OC(C)C(=O)c3cc(C)c(C)cc3C)nc2n1 (stereo not given),-0.3,-1.1,2.9,1.6,-0.3,14,-4,-2,0.8,7,-13
Fc1ccccc1CNc1ccc(Cl)cc1,-1.0,-0.5,0.4,1.8,0.2,16,0,0,4.0,0,6
C/C(=N\O)c1cc(Cl)ccc1O,-0.8,-0.8,0.3,7.6,-2.3,-17,-5,0,2.5,-1,-5
S=C(Nc1cccnc1)NC1CCCC1,-0.7,-1.3,-0.1,-4.5,1.7,17,-3,-10,1.9,4,-9
CC(=O)Oc1ccc(/C=C/c2nc3ccccc3c(=O)o2)cc1,-6.2,-1.0,0.0,1.7,3.0,-4,-14,-3,1.0,-9,-7
COc1ccc(-c2nc(CSCC(=O)NC3CCCC3)c(C)o2)cc1OC,0.2,-1.4,-0.5,0.4,-1.3,4,-5,-3,4.5,-2,-2
COc1cccc2sc3cc(NCc4ccc(C)o4)ccc3c(=O)c12,1.5,-0.6,0.2,4.5,1.2,-16,i,-218,7.7*,i,i
